High-throughput results from PubChem BioAssay.
AHR act: activators of human aryl hydrocarbon receptor; P35869; 2.5% of 320,000 active; AID 2796; AHR-responsive luciferase reporter cells, luminescence; activation, % at 5 µM; in the data active = activation above about 47%;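 note: 0% = vehicle wells and 100% = reference agonist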
AGP1-GFP MLPCN: alters AGP1-GFP fluorescence in TOR pathway yeast screen; GFP response vs DMSO, % at 10 µM; 0.02% of 320,000 active; S. cerevisiae AGP1-GFP multiplex flow cytometry, 3 h; GFP as percent of DMSO wells;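 active = GFP response relative to DMSO above a set limit, near screen average plus 3 SD, cut at about 150% in these data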;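 note: median GFP channel fluorescence of the gated AGP1 strain per well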
MEP2 TOR yeast: modulators of TOR pathway MEP2-GFP in S. cerevisiae; 0.51% of 330,000 active; S. cerevisiae MEP2-GFP strain, flow cytometry GFP, 3 h; 100% = DMSO control level; GFP response vs DMSO, % at 10 µM;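 active = GFP response versus DMSO above a set limit, roughly screen mean plus 3 SD, cut at about 180% in these data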;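 note: median GFP fluorescence of the barcode-gated MEP2-GFP cells per well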
RPL19A-GFP yeast: modulators of TOR pathway RPL19A-GFP in S. cerevisiae. percent response vs DMSO, % at 10 µM. 0.3% of 330,000 active. S. cerevisiae RPL19A-GFP strain, flow cytometry, 3 h; active compounds read low;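 active = percent response vs DMSO below 50%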;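 note: median channel GFP fluorescence of the barcoded RPL19A-GFP strain; ratio of sample median GFP to plate DMSO average so 100% = DMSO; lower means less RPL19A-GFP as with rapamycin TOR inhibition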
LAP4-GFP MLPCN: alters LAP4-GFP fluorescence in TOR pathway yeast screen. AID 2023. 0.34% of 320,000 active. S. cerevisiae LAP4-GFP multiplex, flow cytometry GFP, 3 h; median GFP as percent of DMSO wells. GFP response vs DMSO, % at 10 µM;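 active = GFP response vs DMSO above a set limit, about the screen mean plus 3 SD, cut at about 150% in these data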
proCasp7 act: counter-screen for procaspase-3 activators: activators of human procaspase-7 | P55210 | recombinant procaspase-7, Ac-DEVD-pNA absorbance 405 nm; D23A/D198A/D206A triple mutant, cannot self-cleave; scale: DMSO 0, 5 µM enzyme 100 | activation, % at 8.5 µM | 0.093% of 330,000 active | AID 463210;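 active = percent activation above the screen-wide mean plus 3 SD, cut at about 25% in these data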
Target sequence (P55210 whole entry D23A/D198A/D206A): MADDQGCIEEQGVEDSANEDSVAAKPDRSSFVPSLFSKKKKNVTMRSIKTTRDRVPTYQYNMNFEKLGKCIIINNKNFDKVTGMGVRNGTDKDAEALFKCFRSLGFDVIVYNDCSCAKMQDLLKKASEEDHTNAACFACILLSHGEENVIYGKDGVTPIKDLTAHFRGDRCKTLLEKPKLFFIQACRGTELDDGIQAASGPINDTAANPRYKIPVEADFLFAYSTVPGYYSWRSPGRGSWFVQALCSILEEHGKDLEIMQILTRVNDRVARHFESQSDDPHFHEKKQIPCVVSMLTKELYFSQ
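Assay system: Uncleavable procaspase-7 mutant enzyme / Input: 2 µM procaspase-7 mutant as dispensed / Dosing: single nominal 8.5 µM compound dose, 0.8% DMSO final / Timing: 1 h enzyme–compound preincubation and 2 h substrate reaction, both 25 °C / Detection: p-Nitroaniline absorbance at 405 nm, read at 0 and 120 min / Replication: singlicate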
CIT2 TOR yeast: yeast TOR pathway CIT2-GFP modulation. 0.065% of 320,000 active. GFP response vs DMSO, % at 10 µM. S. cerevisiae CIT2-GFP strain, flow cytometry, 3 h; 100 means same as DMSO wells. AID 2029;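 active = GFP response relative to DMSO above a set limit, near the screen mean plus 3 SD, cut at about 150% in these data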;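 note: ratio of well median GFP fluorescence to mean of DMSO wells on the plate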
procasp3 activ: procaspase-3 (human) activation; recombinant procaspase-3 D3A, Ac-DEVD-pNA absorbance 405 nm; 0.11% of 330,000 active; P42574; AID 463141; activation, % at 8.5 µM;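 active = activation above the mean of all tested compounds plus 3 SD, cut at about 21% in these data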;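 note: 0% = DMSO alone and 100% = DMSO wells spiked with extra 5 µM PC-3 D3A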
Target sequence (P42574 whole entry D9A/D28A/D175A): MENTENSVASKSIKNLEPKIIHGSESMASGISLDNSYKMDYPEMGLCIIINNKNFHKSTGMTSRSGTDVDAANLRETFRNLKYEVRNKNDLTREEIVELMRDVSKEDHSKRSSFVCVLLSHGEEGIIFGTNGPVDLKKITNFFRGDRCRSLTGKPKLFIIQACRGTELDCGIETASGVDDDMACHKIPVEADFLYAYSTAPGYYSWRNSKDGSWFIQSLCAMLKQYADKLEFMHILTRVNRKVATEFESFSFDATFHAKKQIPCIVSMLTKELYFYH
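Assay system – Procaspase-3 D3A mutant · Benchmarks – DMSO low control, extra-enzyme high control · Technique – 405 nm absorbance of p-nitroaniline, reads at 0 and 120 min · Doses – 8.5 µM nominal · Measure – % activation between DMSO and enzyme-spiked controls · Also added – Ac-DEVD-pNA chromogenic peptide substrate · Schedule – 1 h compound preincubation, 2 h substrate hydrolysis at 25 °C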
* = called active by the depositor; . = no result given. Compounds as they come; overall some 3.5% were active at least once.

SMILES | AHR act | AGP1-GFP MLPCN | MEP2 TOR yeast | RPL19A-GFP yeast | LAP4-GFP MLPCN | proCasp7 act | CIT2 TOR yeast | procasp3 activ
Nc1nc(-c2ccccc2)nn1C(=O)c1ccco1 | 1 | 72 | 87 | 93 | 95 | 6 | 82 | -1
Cc1ccc(-c2c(C)sc(NC(=O)C3C4CCC(O4)C3C(=O)O)c2C(=O)OC(C)C)cc1 (stereo unspecified) | -1 | 92 | 90 | 91 | 89 | 2 | 90 | 0
Cc1noc(/C=C/N(C)C)c1S(=O)(=O)N1CCC(C(=O)O)CC1 | -1 | 91 | 94 | 89 | 82 | 13 | 106 | 6
O=C(CSc1nnc(NC(=O)c2ccc(F)cc2F)s1)NC1CCCC1 | 2 | 89 | 93 | 89 | 95 | -9 | 93 | -4
Cc1ccc(S(=O)(=O)N2CCN(C(=O)c3cc(C4CC4)nc4c3cnn4C(C)C)CC2)cc1 | 1 | 97 | 100 | 93 | 95 | 10 | 96 | 2
COc1ccc(N(CC(=O)Nc2ccccc2C)S(=O)(=O)c2c(C)[nH]c(=O)[nH]c2=O)cc1 | 3 | 103 | 99 | 98 | 97 | -15 | 96 | 2
CC1(C(=O)N2CCN(c3ccccc3)CC2)CC1(Cl)Cl (stereo unspecified) | 2 | 95 | 97 | 99 | 99 | 3 | 97 | 7
c1ccc(Nc2cc(-c3ccccc3)nc3ncnn23)cc1 | -1 | 87 | 98 | 96 | 116 | 2 | 96 | 3
Cc1c(-c2ccccc2)[n+](=O)c(-c2ccc(Br)cc2)c(C)n1[O-] | 0 | 105 | 102 | 98 | 114 | 8 | 94 | 13
N#C/C(=C(/O)CN1CCCCC1)c1nc(-c2ccc(Cl)cc2)cs1 | 7 | 98 | 93 | 93 | 93 | 6 | 100 | 3
COc1cc(/C=N/NC(=S)NCCN2CCOCC2)ccc1O | 4 | 107 | 109 | 109 | 84 | -3 | 115 | -10
Cc1ccc(N(C(=O)c2snc(C(N)=O)c2N)C(C(=O)NCC2CCCO2)c2c[nH]c3ccccc23)cc1 (stereo unspecified) | 6 | 102 | 108 | 106 | 95 | 4 | 106 | 7
O=C(O)CCCCCN1C(=O)C2CCCCC2C1=O (stereo unspecified) | 0 | 103 | 107 | 100 | 105 | 10 | 102 | 0
Cc1cc(C)c(S(=O)(=O)CCC(C)C)c(=O)[nH]1 | 1 | 107 | 102 | 99 | 106 | 3 | . | -1
Cc1ccc(NS(=O)(=O)c2ccc3c(c2)NC(=O)CCS3)cc1F | 1 | 98 | 99 | 98 | 91 | 11 | 97 | 4
O=C(COC(=O)C1CC1)Nc1c(Cl)cccc1C(F)(F)F | -1 | 102 | 99 | 97 | 102 | -1 | 108 | 6
Cc1nc(NCCCn2ccnc2)c2ccccc2n1 | 57* | 103 | 100 | 102 | 94 | 9 | 97 | -25
CC(C)Sc1nc(-c2ccccc2)cc(=O)[nH]1 | 2 | 90 | 96 | 100 | 90 | 5 | 106 | 12
O=C(Cc1ccc(S(=O)(=O)N2CCOCC2)s1)Nc1cc(C(F)(F)F)cc(C(F)(F)F)c1 | 1 | 105 | 100 | 103 | 103 | 7 | 103 | 9
CC/C(=N\NC(=O)OC)c1ccc(OC(F)F)cc1 | 7 | 106 | 96 | 98 | 100 | 8 | 101 | 7
Cc1noc(C)c1S(=O)(=O)NCCc1ccc(S(N)(=O)=O)cc1 | 1 | 103 | 96 | 96 | 97 | 0 | 104 | 9
COc1cc(C2C(C(=O)c3cccs3)=C(O)C(=O)N2Cc2ccco2)cc(OC)c1OC (stereo unspecified) | 7 | . | 100 | 100 | 102 | -38 | 102 | -15
Cc1ccc(CN2CCCN(Cc3c(C)cc(C)cc3C)S2(=O)=O)cc1 | 3 | 100 | 112 | 102 | 98 | -1 | 101 | 2
Cn1c(Cn2c(C(F)(F)F)nc3ccccc32)nc2ccccc21 | 7 | 104 | 101 | 102 | 108 | 4 | 100 | 2
O=C(c1cc2nc(C3CC3)cc(C(F)F)n2n1)N1CCOCC1 | 4 | 96 | 97 | 98 | 92 | -1 | 96 | -2
COc1ccc(NC(=O)CN(C)C(=O)c2ccc(-c3cccc(C(F)(F)F)c3)o2)cc1 | 1 | 103 | 106 | 113 | 83 | -6 | 110 | 6
CO/N=C\Cc1oc(=O)c(NC(=O)c2ccccc2)cc1C(=O)OC | 2 | 90 | 100 | 94 | 99 | 8 | 93 | -3
COC(=O)c1ccc(NC(=O)c2ccc(NC(=O)C3CCCO3)cc2)cc1 (stereo unspecified) | -2 | 104 | 99 | 99 | 108 | 1 | 107 | 1
Cc1ccc(CNC(=O)CNS(=O)(=O)c2ccc(Br)s2)cc1 | -3 | 108 | 98 | 100 | 104 | -6 | 108 | -9
CC(C)(O)c1ccc2c(c1)CCC1C(C)(C(=O)O)CCCC21C (stereo unspecified) | -1 | 91 | 93 | 94 | 98 | 2 | 87 | 4

Gathered by group: the compounds so far with an aryl methoxy group.
SMILES | AHR act | AGP1-GFP MLPCN | MEP2 TOR yeast | RPL19A-GFP yeast | LAP4-GFP MLPCN | proCasp7 act | CIT2 TOR yeast | procasp3 activ
COc1ccc(N(CC(=O)Nc2ccccc2C)S(=O)(=O)c2c(C)[nH]c(=O)[nH]c2=O)cc1 | 3 | 103 | 99 | 98 | 97 | -15 | 96 | 2
COc1cc(/C=N/NC(=S)NCCN2CCOCC2)ccc1O | 4 | 107 | 109 | 109 | 84 | -3 | 115 | -10
COc1cc(C2C(C(=O)c3cccs3)=C(O)C(=O)N2Cc2ccco2)cc(OC)c1OC (stereo unspecified) | 7 | . | 100 | 100 | 102 | -38 | 102 | -15
COc1ccc(NC(=O)CN(C)C(=O)c2ccc(-c3cccc(C(F)(F)F)c3)o2)cc1 | 1 | 103 | 106 | 113 | 83 | -6 | 110 | 6

Next part.
SMILES | AHR act | AGP1-GFP MLPCN | MEP2 TOR yeast | RPL19A-GFP yeast | LAP4-GFP MLPCN | proCasp7 act | CIT2 TOR yeast | procasp3 activ
O=C(Nc1ccc2c(c1)OCO2)Nc1ccccc1F | 21 | 98 | 98 | 101 | 103 | -2 | 94 | -1
O=C(O)/C=C/C(=O)N1CCN(C(=O)/C=C/C(=O)O)CC1 | 2 | 100 | 103 | 100 | 108 | 8 | 102 | -14
O=[N+]([O-])c1cc(C(F)(F)F)ccc1NC1CCN(Cc2ccccc2)CC1 | 1 | 103 | 95 | 102 | 106 | 5 | 101 | 3
CCCNC(=O)c1cc(-c2ccc(OC)cc2)on1 | 1 | 99 | 104 | 106 | 100 | -3 | . | 3
O=C(O)CCCC(=O)Nc1ccc2c(c1)oc1ccccc12 | . | 101 | 105 | 104 | 98 | . | 101 | .
CNC(=O)c1snnc1-c1ccccc1 | -1 | 105 | 109 | . | 102 | 4 | 110 | 8
CCOc1ccc(C2C(C#N)=C(N)SC(N)=C2C#N)cc1OC | 2 | 101 | 106 | 102 | 104 | -9 | 105 | -11
Cc1ccc(C2=NN=C(NC(=O)CSc3nc(C)cc(C)n3)SC2)cc1 | 37 | 104 | 167 | 106 | 121 | -5 | 106 | -9
O=C(CNC(=O)c1ccco1)NCC(=O)OC(C(=O)c1ccccc1)c1ccc(Cl)cc1 (stereo unspecified) | -1 | 97 | 104 | 97 | 89 | -3 | 101 | 3
COC(=O)[C@]1(C)N[C@H](CN(C)C(=O)Nc2ccc(C)cc2)[C@@H]2C(=O)N(C)C(=O)[C@@H]21 | -1 | 84 | 93 | 84 | 84 | 3 | 88 | -10
Cn1c(SCc2cccc(C(F)(F)F)c2)nnc1-c1ccco1 | -3 | 97 | 97 | 100 | 103 | -10 | 84 | -35
CC1CCN(CCNC(=O)CN(C)S(=O)(=O)c2cccc3nsnc23)CC1 | 3 | 96 | 96 | 97 | 88 | 14 | . | 1
O=C(CNc1cccc2ccccc12)N/N=C/c1ccc([N+](=O)[O-])o1 | 65* | 94 | 100 | 101 | 96 | -14 | 101 | -10
O=C(Nc1ccc([N+](=O)[O-])c(NC(=O)c2cccnc2)c1)c1cccnc1 | 4 | 92 | 90 | 92 | 91 | 9 | 83 | -3
COc1ccc(N2CCN(c3nc4cc(C)ccc4cc3C=O)CC2)cc1 | 2 | 93 | 96 | 96 | 126 | -5 | 86 | -3
O=C1CCC(c2ccccc2)=NN1Cc1c(F)cccc1Cl | 5 | 104 | 111 | 96 | 126 | -5 | 86 | 1
Cc1ccc(CNC(=O)C2CN(S(C)(=O)=O)c3cc(Cl)ccc3O2)cc1 (stereo unspecified) | 1 | 97 | 101 | 95 | 110 | -1 | 94 | 5
Cc1ccc(-c2nc(-c3cccnc3)no2)cc1 | -11 | 90 | 100 | 96 | 100 | -3 | 92 | -5
Cn1c(Oc2ccc(Cl)cc2)c(C=O)c2ccccc21 | 11 | 88 | 102 | 97 | 114 | 1 | 106 | -2
O=C(CCNC(=O)c1ccccc1Cl)Nc1nc2ccccc2[nH]1 | 4 | 103 | 101 | 95 | 102 | 15 | 94 | 7
O=C(Nc1cccnc1Cl)c1cc(-c2ccc(Cl)cc2)on1 | 23 | 100 | 101 | 98 | 102 | -1 | 103 | -6
CCN=c1scc(-c2ccco2)n1/N=C/c1ccc(O)cc1 | -1 | 65 | 105 | 100 | 99 | 13 | 104 | -13
O=C(CCSc1nnc(-c2ccccc2)o1)N1CCOCC1 | 0 | 105 | 105 | 103 | 100 | 5 | 103 | 0
COc1cccc(NC(=S)N2CCN(C)CC2)c1 | -1 | 99 | 107 | 101 | 95 | -7 | 104 | -11
CCOc1c(O)ccc(C2NC(=O)NC(C)=C2C(=O)OC)c1[N+](=O)[O-] (stereo unspecified) | 1 | 100 | 96 | 91 | 96 | -6 | 92 | -4
COc1ccc(C(=O)N2CCC(C(=O)Nc3ccc4c(c3)OCCO4)CC2)cc1 | 5 | 97 | 94 | 97 | 89 | 12 | 97 | -1

Whole records, looked up by structure.
COc1ccc(C(=O)N2CCC(C(=O)Nc3ccc4c(c3)OCCO4)CC2)cc1 across the screens: AHR act: 5; AGP1-GFP MLPCN: 97; MEP2 TOR yeast: 94; RPL19A-GFP yeast: 97; LAP4-GFP MLPCN: 89; proCasp7 act: 12; CIT2 TOR yeast: 97; procasp3 activ: -1
O=C1CCC(c2ccccc2)=NN1Cc1c(F)cccc1Cl across the screens: AHR act: 5; AGP1-GFP MLPCN: 104; MEP2 TOR yeast: 111; RPL19A-GFP yeast: 96; LAP4-GFP MLPCN: 126; proCasp7 act: -5; CIT2 TOR yeast: 86; procasp3 activ: 1
